From PubChem BioAssay
STAT1 inh: inhibitors of IFN-gamma induced STAT1 signaling; 200,000 tested, 0.35% active; AID 920; NIH 3T3 STAT1-luciferase reporter, luminescence; inhibition, % at 5.5 µM;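 active means inhibition above a set limit, the mean inhibition across all tested compounds plus 3 SD, cut at about 34% in these data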;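 further: 0% = IFN-gamma with DMSO and 100% = IFN-gamma with 300 µM nifuroxazide; values of inactives mirror those of a sister screen read the other way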
TLR4 MyD88 comp: blocks binding of human TLR4 to MyD88; O00206+Q99836; HeLa CL3-4 TLR4/MyD88 BLA complementation, FRET ratio; inhibition, % at 8.4 µM; 200,000 tested, 0.18% active; AID 861; in the data active means inhibition above about 25%;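 further: 0% = vehicle and 100% = reference inhibitor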
Target sequence (O00206 whole entry, looked up): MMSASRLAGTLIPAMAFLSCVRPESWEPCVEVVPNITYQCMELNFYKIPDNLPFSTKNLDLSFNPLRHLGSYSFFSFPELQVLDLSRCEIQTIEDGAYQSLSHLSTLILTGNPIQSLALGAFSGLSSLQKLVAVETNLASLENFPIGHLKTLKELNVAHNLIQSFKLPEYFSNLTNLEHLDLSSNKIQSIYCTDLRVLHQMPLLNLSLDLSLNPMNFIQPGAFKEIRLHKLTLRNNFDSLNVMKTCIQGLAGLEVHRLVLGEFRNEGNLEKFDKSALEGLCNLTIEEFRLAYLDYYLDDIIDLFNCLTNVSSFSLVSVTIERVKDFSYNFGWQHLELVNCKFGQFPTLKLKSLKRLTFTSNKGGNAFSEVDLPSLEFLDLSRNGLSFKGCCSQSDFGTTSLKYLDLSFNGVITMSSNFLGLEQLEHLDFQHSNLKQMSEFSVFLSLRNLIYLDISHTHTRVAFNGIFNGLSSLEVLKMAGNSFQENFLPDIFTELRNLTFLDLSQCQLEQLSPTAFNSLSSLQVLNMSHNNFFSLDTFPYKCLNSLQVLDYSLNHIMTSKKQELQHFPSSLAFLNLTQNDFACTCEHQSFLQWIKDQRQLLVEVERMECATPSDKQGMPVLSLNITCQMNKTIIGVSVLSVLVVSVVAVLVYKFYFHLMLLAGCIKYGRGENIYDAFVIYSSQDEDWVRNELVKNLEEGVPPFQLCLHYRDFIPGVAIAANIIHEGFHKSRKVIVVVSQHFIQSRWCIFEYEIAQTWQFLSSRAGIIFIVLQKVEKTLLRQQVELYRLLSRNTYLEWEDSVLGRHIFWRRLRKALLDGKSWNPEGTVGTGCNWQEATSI
Target sequence (Q99836 whole entry, looked up): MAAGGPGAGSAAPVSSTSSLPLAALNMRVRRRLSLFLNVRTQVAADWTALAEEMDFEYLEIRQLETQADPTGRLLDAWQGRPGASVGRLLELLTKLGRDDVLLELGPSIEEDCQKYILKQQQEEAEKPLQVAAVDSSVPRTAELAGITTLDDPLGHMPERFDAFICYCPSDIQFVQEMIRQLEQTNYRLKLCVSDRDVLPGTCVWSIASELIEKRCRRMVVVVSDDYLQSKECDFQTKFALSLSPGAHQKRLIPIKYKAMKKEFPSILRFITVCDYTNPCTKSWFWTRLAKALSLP
NF-kB neuron act: raises NF-kB expression in human neuronal cells | NF-kB reporter expression; active compounds read high | fold change at 12.5 µM | 190,000 tested, 1.6% active | AID 1239; in the data active means fold change above about 3.3
Hsp70 act: Hsp70 transcriptional activation, primary screen; activation, % at 10 µM; HeLa Hsp70 promoter luciferase reporter, luminescence; scaled: vehicle 0, proteasome-inhibitor control 100%; 200,000 tested, 0.04% active;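 active means activation above the mean across all tested compounds plus 3 SD, cutoff set per campaign, cut at about 5.5% in these data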;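 further: 100% = MG132 at 30 µM as the positive control and 0% = DMSO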
STAT3 act: activators of IL-6 induced STAT3 signaling. U3A cells, IL-6 STAT3-luciferase reporter, luminescence; 100% = signal with IL-6 EC80 alone. activation (% of control), % at 5.6 µM. 190,000 tested, 0.91% active;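 active means activation above the screen-wide mean of compound activation plus 3 SD, cut at about 130% in these data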;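 further: 0% = background luminescence of wells with medium and substrate only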
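Test system: Human STAT1-deficient U3A cells with stable STAT3-luciferase reporter | Also added: Interleukin-6, 33 ng/mL | Timing: Compound pre-incubation 1 h before IL-6, then 6 h stimulation at 37 °C | Technique: Luciferase reporter luminescence | Read-out: Percent of IL-6-only median luminescence | Benchmarks: IL-6-only wells as 100% reference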
APP 5'UTR act: activates APP 5'UTR luciferase reporter | SH-SY5Y APP 5'UTR luciferase reporter, luminescence; zero percent = DMSO vehicle wells | activation, % at 2 µM | 190,000 tested, 1% active | AID 1276;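 active means activation above a set limit, based on mean plus 3 SD of controls, cut at about 140% in these data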; further: values of inactives mirror those of a sister screen read the other way
STAT3 inh: inhibitors of IL-6 induced STAT3 signaling; U3A cells, IL-6 STAT3-luciferase reporter, luminescence; host cell line lacks STAT1; inhibition, % at 5.5 µM; 190,000 tested, 0.89% active;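 active means inhibition above the mean inhibition across all screened compounds plus 3 SD, cut at about 44% in these data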;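 further: 0% = DMSO only wells and 100% = 100 µM nifuroxazide control wells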
Redox H2O2 prof: compounds producing H2O2 with reducing agent – biochemical, NIH compound library profiling, artefact control for MLSCN library redox annotation, primary screen | DTT-dependent redox cycling H2O2, phenol red/HRP absorbance; 100% = 100 µM peroxide control, 0% = buffer | activation, % at 10 µM | 200,000 tested, 0.03% active;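 active means activation of at least 50% relative to the plate's high and low controls in the primary single-dose screen; inactive means activation below 50%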;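 further: compound incubated with DTT at 0.8 mM final as the reducing agent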
STAT1 activator: STAT1 signaling activation; NIH 3T3 STAT1-luciferase reporter, IFN-gamma, luminescence; 100% = IFN-gamma alone, no compound; activation (% of control), % at 5.5 µM; 200,000 tested, 2.6% active;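 active means activation above the screen-wide mean activation plus 3 SD, cut at about 130% in these data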;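 further: raw ratio to IFN-gamma control signal so 100% means no change and 0% no light; values of inactives mirror those of a sister screen read the other way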
Efa HMGR inh: E. faecalis class II HMG-CoA reductase inhibition | purified E. faecalis HMGR, NADPH absorbance 340 nm kinetic | inhibition, % at 10 µM | 190,000 tested, 0.41% active | AID 1066;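 active means inhibition above a set limit, the median over all tested compounds plus 3 SD, cut at about 9.5% in these data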;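 further: enzyme runs in reverse so mevalonate oxidation gives rising NADPH absorbance; 0% = complete reaction with DMSO and 100% = background rate lacking mevalonate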
Starred values were filed as active, the others as inactive; / = no result given.

SMILES	STAT1 inh	TLR4 MyD88 comp	NF-kB neuron act	Hsp70 act	STAT3 act	APP 5'UTR act	STAT3 inh	Redox H2O2 prof	STAT1 activator	Efa HMGR inh
COc1ccc(C(O)c2cc(OC)ccc2OP(=O)(N(C)C)N(C)C)cc1 (configuration not stated)	2	3	1	-0.3	103	-9	-3	0.4	98	0
COc1ccc(C2(C#N)CC[N+](C)(C)CC2)cc1	3	7	1.1	-0.3	93	15	16	-4.6	97	2
CCC(C)NC(=O)c1c(N)n(Cc2ccc3c(c2)OCO3)c2nc3ccccc3nc12 (configuration not stated)	0	-83	1.1	-0.2	106	-5	-4	-1.0	100	-3
Cc1c(C(=O)C(=O)N2CCC3(CC2)OCCO3)c2ccccc2n1C	3	3	0.99	0.0	105	-3	2	-0.4	96	-4
Cc1ccc(OP(N)(=O)Oc2ccc(C)cc2)cc1	-8	-4	1.3	0.2	83	9	26	-2.0	106	-2
O=C(c1cc(S(=O)(=O)N2CCC3(CC2)OCCO3)ccc1F)N1CCC2(CC1)OCCO2	1	-5	1.2	-0.2	89	18	14	-0.5	100	3
CCCCOc1ccc(CN2CCN(CC)CC2)cc1	-5	-11	1.6	-0.2	105	6	2	-3.3	105	-6
COc1ccc(Cn2c(N)c(C(=O)NCc3ccco3)c3nc4ccccc4nc32)cc1	10	-24	0.82	-0.3	93	-3	10	-0.3	90	-3
Nc1c(C(=O)NCc2ccco2)c2nc3ccccc3nc2n1Cc1ccccc1	6	-8	1.1	0.7	99	-11	5	1.2	95	-2
O=C(c1cc(Br)ccc1Cl)N1CCC2(CC1)OCCO2	2	2	1.2	-0.2	103	-1	0	1.8	99	0
CCCNC(=O)c1c(N)n(CC2CCCO2)c2nc3ccccc3nc12 (configuration not stated)	0	-12	0.57	-0.3	93	-4	18	2.0	100	-1
O=C1NS(=O)c2cc([N+](=O)[O-])cc([N+](=O)[O-])c21 (configuration not stated)	-5	1	0.99	-0.3	105	11	-1	-0.2	102	2
CN(C=O)CP(=O)(O)CN(C)C=O	-6	3	0.91	0.7	101	-2	4	0.9	105	1
C[N+]12CN3CN(CN(C3)C1)C2	-2	-17	0.93	0.3	97	-8	8	-0.4	102	-4
Cc1cccc(N2C(=O)NC(=O)/C(=C/c3ccc([N+](=O)[O-])o3)C2=O)c1	-19	6	0.97	-0.1	105	-4	-4	0.6	117	5
O=C(C1CCCO1)N1CCC2(CC1)OCCO2 (configuration not stated)	5	7	1.1	-0.3	103	3	1	0.4	96	-3
C=CCN1C(=O)/C(=C/c2ccc(N3CCOCC3)o2)C(=O)NC1=S	-5	4	1.4	0.1	108	-10	-7	-0.1	104	-5
N=c1n(CCO)c2ccccc2n1Cc1ccccc1	12	4	1.2	-0.1	99	-6	4	-0.4	89	3
O=C1NC(=O)C(=Cc2cc3c(cc2[N+](=O)[O-])OCO3)C(=O)N1	-11	0	1.1	0.1	107	-15	-6	0.2	109	-4
O=C1C2CCCN2C(c2ccc(Cl)cc2)N1c1ccccn1 (configuration not stated)	-3	0	0.99	-0.5	98	2	10	-2.0	103	-4
CCC(C)n1c(O)c(/C=N/N2CCOCC2)c(=O)[nH]c1=S (configuration not stated)	6	-4	1.1	-0.1	97	-26	1	-0.4	95	-5
O=C(c1ccccc1F)c1cn(CC(=O)N2CCOCC2)c2ccccc12	1	0	1.1	-0.5	96	6	9	1.4	99	-2
CCc1nc2ccccc2c(=O)n1-c1cccc(OC)c1	4	-3	0.91	-0.2	96	-6	5	1.1	100	-2
CCn1c(O)c(C=NCc2cccs2)c(=O)[nH]c1=O	0	-3	0.86	-0.3	110	14	-8	2.8	100	-3
COc1ccc(C(C)=O)cc1CC(C(=O)c1ccccc1)N(C)C (configuration not stated)	-11	8	0.9	-0.3	108	6	-7	0.5	110	-3
O=C(O)CCn1cc(C=C2C(=O)NC(=O)NC2=O)c(-c2ccc(Br)cc2)n1	1	-1	1.2	-0.2	99	1	-2	-0.1	99	-1
CNC(=O)c1cccn(Cc2cccc(C(F)(F)F)c2)c1=O	19	-20	1.2	0.0	72	16	34	-1.8	82	0
CN1CCN(c2nc3ccccc3c(=O)n2-c2ccccc2)CC1	5	-7	1.2	-0.3	96	-5	4	0.0	92	-5
CCCN(CC#CCO)CCC	-1	-28	0.93	-0.2	97	2	6	-0.2	101	5
Cc1ccc(-n2c(O)c(/C=N/c3ncc(Br)cc3Br)c(=O)[nH]c2=O)cc1	9	-11	1.1	-0.3	91	-10	20	-1.6	90	10.0*
CN(C)C(=O)NC(O)C(Cl)(Cl)Cl (configuration not stated)	-2	11	1	-0.5	103	26	-3	0.0	102	-3
CC(Cc1ccccc1)[n+]1cc(/N=C(\[O-])Nc2ccccc2)on1 (configuration not stated)	-7	4	1.4	-0.3	99	-9	2	-0.2	107	-2
CN1C(=O)C(=CN2CCN(C(=O)c3ccco3)CC2)C(=O)N(C)C1=S	-4	-1	0.9	-0.4	95	3	4	0.1	104	0
O=C(/C=C/c1ccc2c(c1)OCO2)c1c(O)n(CCC2=CCCCC2)c(=O)[nH]c1=O	-6	5	1.7	-0.3	98	-16	4	0.8	105	-6
CCn1cc(CN2CCCC(C(=O)c3cccc(OC)c3)C2)c(C)n1 (configuration not stated)	10	0	1.1	-0.4	103	5	2	-0.5	90	0
CCN1CCN(Cc2ccccc2C)CC1	3	5	1.3	0.2	99	-13	6	-2.3	98	-1
CN(C)C(=O)Oc1cccc2c(OC(=O)N(C)C)cccc12	3	-1	1.4	0.0	105	10	0	0.2	98	3
CCC(=NCCN1CCCCC1)c1c(O)n(C)c(=O)n(C)c1=O	-2	6	1	-0.4	100	22	3	0.7	100	-9
O=C(CNC(=O)c1cccc(Cl)c1)Nc1ccc(Br)cc1C(=O)c1ccccc1	-7	-1	0.97	-0.2	105	-12	-8	1.4	106	-6
O=P(C(Cl)Cl)(N1CCCCC1)N1CCCCC1	-11	-5	1.1	-0.1	103	1	-2	-0.4	110	-3
CN1Cc2c(c(C#N)c(N)n(C)c2=S)CC1(C)C	0	3	1.2	-0.1	102	1	4	-0.8	98	-3
COc1ccc2c3c([nH]c2c1)C(C)=NCC3	-5	7	1.2	-0.1	96	8	6	0.5	105	3
CCn1ccnc1CN1CCCC(C(=O)c2ccc(OC)cc2OC)C1 (configuration not stated)	18	4	0.88	-0.3	91	6	15	-0.1	83	1
Cc1cc(Cl)ccc1OCC(=O)N1CCN(C)CC1	-9	9	1	-0.4	105	21	-1	-1.1	109	2
CC(=O)NC1CC2CCCC(C1)N2 (configuration not stated)	-4	1	1	-0.1	103	1	0	0.5	103	-5

Some of the entries so far, with two lines to a compound:
Results follow in this order: STAT1 inh | TLR4 MyD88 comp | NF-kB neuron act | Hsp70 act | STAT3 act | APP 5'UTR act | STAT3 inh | Redox H2O2 prof | STAT1 activator | Efa HMGR inh
CN(C)C(=O)NC(O)C(Cl)(Cl)Cl (configuration not stated)
  -2 | 11 | 1 | -0.5 | 103 | 26 | -3 | 0.0 | 102 | -3
CC(Cc1ccccc1)[n+]1cc(/N=C(\[O-])Nc2ccccc2)on1 (configuration not stated)
  -7 | 4 | 1.4 | -0.3 | 99 | -9 | 2 | -0.2 | 107 | -2
CN1C(=O)C(=CN2CCN(C(=O)c3ccco3)CC2)C(=O)N(C)C1=S
  -4 | -1 | 0.9 | -0.4 | 95 | 3 | 4 | 0.1 | 104 | 0
O=C(/C=C/c1ccc2c(c1)OCO2)c1c(O)n(CCC2=CCCCC2)c(=O)[nH]c1=O
  -6 | 5 | 1.7 | -0.3 | 98 | -16 | 4 | 0.8 | 105 | -6
CCn1cc(CN2CCCC(C(=O)c3cccc(OC)c3)C2)c(C)n1 (configuration not stated)
  10 | 0 | 1.1 | -0.4 | 103 | 5 | 2 | -0.5 | 90 | 0

More structures
SMILES	STAT1 inh	TLR4 MyD88 comp	NF-kB neuron act	Hsp70 act	STAT3 act	APP 5'UTR act	STAT3 inh	Redox H2O2 prof	STAT1 activator	Efa HMGR inh
Cc1ccc(Cc2c(C)nc3nc(SCC(=O)N4CCC5(CC4)OCCO5)nn3c2C)cc1	1	2	0.99	-0.3	98	3	9	0.0	99	-3
CN1CCN(c2ccc([N+](=O)[O-])c(N/N=C3\CN4CCC3CC4)c2)CC1	-1	20	0.97	-0.1	102	-9	7	2.7	100	-3
CC1CN=C(NCc2ccccc2)S1 (configuration not stated)	-5	-6	1.4	-0.2	101	7	-1	0.3	105	-8
O=C(Cn1nc(Cc2cccnc2)c2ccccc2c1=O)N1CCC2(CC1)OCCO2	-3	5	0.94	0.3	97	16	10	-0.8	103	-2
O=C(c1ccccc1)c1ccc(N=Nc2c(O)[nH]c(=O)[nH]c2=O)cc1	6	-3	0.89	0.0	103	9	-5	-2.5	94	-4
COc1ncccc1C(=O)NCC(CC(=O)O)c1ccccc1 (configuration not stated)	-9	-1	1.1	-0.2	103	8	1	-1.1	110	2
CCN1CCN(Cc2nnnn2C(C)(C)C)CC1	4	7	0.95	-0.2	99	9	8	1.6	96	/
O=c1[nH]c(=O)n(-c2ccc(Cl)cc2)c(O)c1C=Nc1ccc(S(=O)(=O)Nc2nccs2)cc1	-2	-13	0.91	-0.5	98	-7	0	-0.1	102	5
CN1C2C=C(N(C(=O)c3ccc(Cl)cc3)c3ccccc3)CC1CC2 (configuration not stated)	-2	-13	1.5	-0.5	108	-2	-6	2.1	102	-1

5 records drawn at random from the list so far:
SMILES	STAT1 inh	TLR4 MyD88 comp	NF-kB neuron act	Hsp70 act	STAT3 act	APP 5'UTR act	STAT3 inh	Redox H2O2 prof	STAT1 activator	Efa HMGR inh
CCCCOc1ccc(CN2CCN(CC)CC2)cc1	-5	-11	1.6	-0.2	105	6	2	-3.3	105	-6
CN(C)C(=O)NC(O)C(Cl)(Cl)Cl (configuration not stated)	-2	11	1	-0.5	103	26	-3	0.0	102	-3
CC(Cc1ccccc1)[n+]1cc(/N=C(\[O-])Nc2ccccc2)on1 (configuration not stated)	-7	4	1.4	-0.3	99	-9	2	-0.2	107	-2
CCn1ccnc1CN1CCCC(C(=O)c2ccc(OC)cc2OC)C1 (configuration not stated)	18	4	0.88	-0.3	91	6	15	-0.1	83	1
CC(=O)NC1CC2CCCC(C1)N2 (configuration not stated)	-4	1	1	-0.1	103	1	0	0.5	103	-5

Some of the compounds tested. The share of hits here may be higher or lower than overall.
